From PubChem BioAssay
GLS inhibitor – qHTS for Inhibitors of Glutaminase (GLS); Potency, µM (series often up to 45.5 µM), for the others: at the highest dose activity change, negative = inhibition, most hits filed as inhibitors; 410,000 compounds, 0.21% hits; Glutaminase kidney isoform, mitochondrial (Homo sapiens), O94925; GLS enzymatic activity, qHTS titration; further: potency means the concentration at half of the fitted maximal effect; on the % scale 0 is the no-effect control and ±100 the full control effect
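Compounds were pin-transferred onto hKGA, after which L-glutamine (1 mM solution) and a detection mix of glutamate oxidase, HRP and Amplex Red were added. Initial and 30 min RT fluorescence reads were collected.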
TrxR1 substrate – qHTS Assay for Substrates of Mammalian Selenoprotein Thioredoxin Reductase 1 (TrxR1): qHTS; Thioredoxin reductase 1, cytoplasmic (Rattus norvegicus), O89049; purified TrxR1 substrate turnover, NADPH consumption readout; 390,000 compounds, 0.01% hits; Potency, µM (doses to about 114 µM), for the others: at the highest dose activity change, negative = substrate turnover; further: potency means the concentration at half of the fitted maximal effect; on the % scale 0 is the no-effect control and ±100 the full control effect; nearly all actives have a fitted effect of over 50% in size
Target sequence (O89049 whole entry, looked up): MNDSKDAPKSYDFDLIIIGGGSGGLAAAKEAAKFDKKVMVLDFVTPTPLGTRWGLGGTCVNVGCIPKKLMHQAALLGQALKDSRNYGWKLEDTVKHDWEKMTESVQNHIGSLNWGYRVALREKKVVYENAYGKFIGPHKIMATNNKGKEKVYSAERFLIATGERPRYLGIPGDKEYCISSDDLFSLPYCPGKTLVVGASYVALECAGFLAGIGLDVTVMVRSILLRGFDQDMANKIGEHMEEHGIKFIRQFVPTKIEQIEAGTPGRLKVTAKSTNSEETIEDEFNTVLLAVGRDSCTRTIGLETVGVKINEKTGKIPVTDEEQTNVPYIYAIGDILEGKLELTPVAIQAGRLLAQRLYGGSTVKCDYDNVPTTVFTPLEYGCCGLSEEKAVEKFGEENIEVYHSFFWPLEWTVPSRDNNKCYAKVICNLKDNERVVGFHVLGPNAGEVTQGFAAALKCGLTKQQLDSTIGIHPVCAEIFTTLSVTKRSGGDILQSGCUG
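Rat TrxR1, dispensed at 90 nM, was prereduced with 400 uM NADPH (final) for 5 min at ~22 deg C, then incubated with compound 15 min before 400 uM selenite. A first-read NADPH fluorescence drop versus no-compound background flagged substrates.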
HP1b chromo inh – HTS for Inhibitors of HP1-beta Chromodomain Interactions with Methylated Histone Tails. Chromobox protein homolog 1 (Homo sapiens), P83916. AlphaScreen HP1-beta / biotin-H3K9me3 peptide binding. Potency, µM (series often up to 114 µM), for the others: at the highest dose activity change, negative = inhibition, usual class: inhibitors. 390,000 compounds, 0.56% hits. AID 540317, 2011; further: potency means the concentration at half of the fitted maximal effect; nearly all actives have a fitted effect of over 70% in size; inactives centre near 23
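Compound inhibition of the preformed complex between 50 nM HP1-beta and 50 nM biotinylated H3K9me3 peptide was read by AlphaScreen. Buffer was PBS pH 7.4 with 0.01% Tween-20. Incubations ran 30 min at room temperature, with 10 ug/mL donor/acceptor beads.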
IDH1 R132H inh – qHTS for Inhibitors of mutant isocitrate dehydrogenase 1 (IDH1): qHTS; IDH1-R132H enzyme, NADPH consumption, diaphorase/resazurin fluorescence; 390,000 compounds, 0.093% hits; Potency, µM (titrated, usually from 76.6 µM), for the others: at the top dose activity change, negative = inhibition, usual class: inhibitors; AID 602179, 2012; Isocitrate dehydrogenase [NADP] cytoplasmic (Homo sapiens), O75874; further: potency means the concentration at half of the fitted maximal effect; on the % scale 0 is the no-effect control and ±100 the full control effect; nearly all actives have a fitted effect of over 65% in size
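IDH1-R132H (0.5 ug/mL) preincubated 30 min with compound, then NADPH (0.016 mM) and alpha-KG (2 mM) added; 80 min at RT, pH 7.5. Remaining NADPH coupled via diaphorase/resazurin to fluorescence (540/590 nm); concentration-response curves normalized to no-enzyme control.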
USP1-UAF1 inh – Inhibitors of USP1/UAF1: Primary Screen; recombinant USP1/UAF1, Ub-Rhodamine cleavage fluorescence; Potency, µM (series often up to 57.1 µM), without a hit: top-dose activity change, negative = inhibition, most hits filed as inhibitors; 390,000 compounds, 0.23% hits; further: potency means the concentration at half of the fitted maximal effect; on the % scale 0 is the no-effect control and ±100 the full control effect; nearly all actives have a fitted effect of over 60% in size; inactives centre near -12
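Step one: compound is pinned into 1nM USP1/UAF1 in HEPES pH 7.8 buffer with TCEP. Step two: 15 min room-temperature incubation. Step three: Ub-Rho (150nM final) starts cleavage, tracked by fluorescence over six one-minute reads.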
PI4K2A block – qHTS for small molecular inhibitors of PI4K2A | purified PI4K2A, ADP-Glo luminescence, 1 h; stronger effect = lower value | activity change, negative = inhibition, % at 76.9 µM | 420,000 compounds, 0.13% hits; in the data active means activity change below about -50%; inconclusive means mostly about -30% to -49%;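 further: -100% = wells without enzyme as full effect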
Target sequence (Q9BTU6 whole entry, looked up): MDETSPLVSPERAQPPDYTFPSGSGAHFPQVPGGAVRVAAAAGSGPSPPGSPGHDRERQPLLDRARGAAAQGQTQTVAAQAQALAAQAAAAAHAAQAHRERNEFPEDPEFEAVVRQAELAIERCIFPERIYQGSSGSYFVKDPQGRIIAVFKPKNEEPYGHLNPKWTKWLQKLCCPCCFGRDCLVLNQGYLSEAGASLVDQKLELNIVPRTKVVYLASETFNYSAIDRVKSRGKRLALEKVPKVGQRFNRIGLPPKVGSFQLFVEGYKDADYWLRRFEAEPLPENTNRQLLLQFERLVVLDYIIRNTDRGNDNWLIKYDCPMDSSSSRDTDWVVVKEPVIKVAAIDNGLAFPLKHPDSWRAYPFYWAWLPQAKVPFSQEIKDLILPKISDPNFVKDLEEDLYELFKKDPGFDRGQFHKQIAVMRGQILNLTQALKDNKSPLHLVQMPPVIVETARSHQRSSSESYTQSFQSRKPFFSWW
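ADP-Glo luminescence measured ADP generated by PI4K2A enzyme (4 ug/mL before mixing) with 1.2 mM PI substrate (pre-mix) and 300 microM ATP (pre-mix). Tris pH7.5 buffer with MgCl2, Triton X-100; 1 h reaction at ambient temperature.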
PGK inhibitor – qHTS Assay to Find Inhibitors of Phosphoglycerate Kinase. AID 602233, 2012. Phosphoglycerate kinase, glycosomal (Trypanosoma brucei brucei), P07378. 380,000 compounds, 0.043% hits. Potency, µM (top dose mostly 57.5 µM), for inactives: at the top dose activity change, negative = inhibition, actives largely listed as inhibitors. PGK/GAPDH coupled, Kinase-Glo luminescence, 60 min; further: potency means the concentration at half of the fitted maximal effect; on the % scale 0 is the no-effect control and ±100 the full control effect; nearly all actives have a fitted effect of over 60% in size
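Luminescent ATP detection (Kinase-Glo Plus) follows a 60-minute room-temperature incubation, with wells lacking PGK as controls. Buffer: 100 mM TEA (pH 7.6), 5 mM MgCl2, 0.01% Tween-20. Coupling enzyme GAPDH (100 nM final) supplies unstable 1,3-BPG in-well.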
Pin1 inh – qHTS Assay to Find Inhibitors of Pin1; Pin1 FP peptide displacement, HiFluor488, 10 min; 390,000 compounds, 0.009% hits; Potency, µM (top dose mostly 115 µM), for the others: at the highest dose activity, negative = inhibition, hits mostly inhibitors; Peptidyl-prolyl cis-trans isomerase NIMA-interacting 1 (Homo sapiens), Q13526; active means well fitted inhibition curve with a large enough effect in the polarisation, with a control signal flat, not every such curve was filed as active; inconclusive means small, poorly fitted or top-dose-only effect, or effect the other way, or a change in a side signal; inactive means no such curve, though single readings can be large or run the other way; the % refers to the polarisation; further: potency means the concentration at half of the fitted maximal effect; on the % scale 0 is the no-effect control and ±100 the full control effect
rTrxR1 inhibitor – qHTS Assay for Inhibitors of Mammalian Selenoprotein Thioredoxin Reductase 1 (TrxR1): qHTS; Thioredoxin reductase 1, cytoplasmic (Rattus norvegicus), O89049; recombinant rTrxR1, NADPH fluorescence consumption, selenite substrate; Potency, µM (top dose mostly 114 µM), without a hit: top-dose activity change, negative = inhibition, actives largely listed as inhibitors; 390,000 compounds, 1% hits; further: potency means the concentration at half of the fitted maximal effect; on the % scale 0 is the no-effect control and ±100 the full control effect; nearly all actives have a fitted effect of over 65% in size
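Rat TrxR1 (90 nM in the dispensed reagent) was pre-reduced with 400 uM NADPH for 5 min at room temperature, then incubated with compound for 15 min. After 400 uM selenite was added, NADPH fluorescence (Ex 340/Em 450 nm) was followed for 8 min.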
Starred values were filed as active, the others as inactive; i = inactive; ? = inconclusive; nt = no result given; [ ] = remark or other dose. Unless noted, the call rests on the fitted dose curve; in most records, active means well fitted curve in the direction sought with a large enough effect; inconclusive means small, poorly fitted or top-dose-only effect, or another doubt; inactive means no such curve, though single readings can be large; an effect the other way counts as inactive or inconclusive. An excerpt; the hit share may differ from the screen's.

Short forms: A = GLS inhibitor; B = TrxR1 substrate; C = HP1b chromo inh; D = IDH1 R132H inh; E = USP1-UAF1 inh; F = PI4K2A block; G = PGK inhibitor; H = Pin1 inh; I = rTrxR1 inhibitor
1) CN(CC(=O)Nc1ccccc1Br)C(=O)CN1CCN(Cc2cccc(Cl)c2)CC1
  A: 0% | B: -6% | C: 8% | D: 2% | E: -17% | F: -3 | G: -10% | H: 1% | I: -10%
2) COC(=O)CCC(=O)N1CCC(Oc2cccc(C(=O)NCc3ccccn3)c2)CC1
  A: -5% | B: nt | C: nt | D: 7% | E: -26% | F: -3 | G: i | H: nt | I: nt
3) Cc1cc(C)n(-c2nc3c(c(=O)[nH]c(=O)n3C)n2CC(C)C)n1
  A: 7% | B: 7% | C: 10% | D: -3% | E: 5% | F: 9 | G: 1% | H: 1% | I: 8%[57.1 µM]
4) Cc1ccc(NS(=O)(=O)c2cccc(C(=O)Nc3cccnc3)c2)c(C)c1
  A: 15% | B: -8% | C: 5% | D: -3% | E: -2% | F: -22 | G: 1% | H: 2% | I: 2%[57.1 µM]
5) N#C/C(=C\c1cccc(F)c1)c1nc(-c2cc3ccccc3oc2=O)cs1
  A: 12% | B: -1% | C: 43% | D: 0% | E: -11% | F: -3 | G: 0% | H: 22% | I: 9%
6) COc1ccccc1C(=O)c1cn(CC(=O)Nc2ccccc2F)c2nc(C)ccc2c1=O
  A: 0% | B: -3%[57.1 µM] | C: 14% | D: 0% | E: -18% | F: 4 | G: 1% | H: 5% | I: -2%[57.1 µM]
7) CCN(CC)C(=O)[C@H]1C[C@H](CC(=O)NCCCN(C)C)C(=O)N2CCc3c([nH]c4cc(-c5ccco5)ccc34)[C@]12C
  A: 3% | B: 45%[activator] | C: -18% | D: 19% | E: ? | F: 0 | G: -6% | H: -1% | I: -8%
8) COc1ccc(Cl)cc1S(=O)(=O)Nc1ccc(Cl)cn1
  A: 7% | B: -4% | C: 38%[activator] | D: 1% | E: 5% | F: 2 | G: nt | H: -1% | I: 0%
9) Cc1c(C(=O)N2CCCC2)sc(NC(=O)c2ccc(Cl)cc2)c1C#N
  A: 17% | B: -21% | C: 19% | D: 6% | E: -5% | F: 3 | G: -1% | H: -6% | I: -19%
10) CSc1nc2nc(C)c(CCC(=O)OCC(=O)Nc3ccc(F)cc3)c(C)n2n1
  A: 7% | B: 1% | C: 15% | D: -4% | E: 2% | F: -4 | G: -8% | H: -4% | I: 8%
11) O=C(NCc1ccccc1)c1cccc(COc2cc(Cl)ccc2Cl)c1
  A: 1% | B: 3% | C: 36% | D: 8% | E: 0% | F: 1 | G: -1% | H: 5% | I: 18%
12) O=C(CN(Cc1ccco1)C(=O)CNS(=O)(=O)c1ccc(Cl)cc1)NCc1ccco1
  A: -8% | B: 4%[57.1 µM] | C: ? | D: 5% | E: -19% | F: 0 | G: -13% | H: ? | I: 10%[57.1 µM]
13) CCOc1ccc(-c2cc(N)n(S(=O)(=O)c3cccc4nsnc34)n2)cc1
  A: 0% | B: -13% | C: -12% | D: -4% | E: -7% | F: -1 | G: -4% | H: ? | I: 3%
14) CC1=NN(c2ccccc2)C(=O)/C1=C\c1c(C)[nH]n(-c2ccccc2)c1=O
  A: 11% | B: -2% | C: -10% | D: -4% | E: -21% | F: 1 | G: 8% | H: -16% | I: -3%
15) O=C(Nc1c(Cl)cccc1Cl)c1cc(-c2ccco2)on1
  A: 1% | B: 1% | C: 20% | D: 2% | E: ? | F: -1 | G: -4% | H: 26% | I: 14%
16) COc1ccccc1CNC(=O)CN1C(=O)NC2(CCCc3ccccc32)C1=O (centres undefined)
  A: -8% | B: 3% | C: 42%[activator] | D: -2% | E: -7% | F: 7 | G: i | H: -2% | I: 34%
17) O=C(CC1C(=O)NCCN1Cc1cccc(Oc2ccccc2)c1)NCCc1ccccn1 (centres undefined)
  A: -16% | B: -6%[57.1 µM] | C: 28% | D: 6% | E: -11% | F: -6 | G: 1% | H: ? | I: -13%[57.1 µM]
18) CC1C(=O)Nc2ccc(S(=O)(=O)N3CCc4ccccc4C3)cc2NC1=O (centres undefined)
  A: 2% | B: 9%[57.1 µM] | C: 11% | D: 3% | E: -14% | F: 2 | G: 5% | H: 1% | I: 1%[57.1 µM]
19) CCOc1ccc(N2CC(O)=C(c3nc4ccccc4c(=O)[nH]3)C2=N)cc1
  A: -28% | B: 41%[activator] | C: 70%[activator] | D: 0% | E: -16% | F: -5 | G: i | H: ? | I: 23%
20) O=C(NCCN1CCN(C(=O)c2ccc(Br)cc2)CC1)c1ccc(Br)cc1
  A: 4% | B: 1% | C: 39% | D: -2% | E: -23% | F: -1 | G: -4% | H: -8% | I: 15%

In the list so far, these contain sulfur.
Short forms: A = GLS inhibitor; B = TrxR1 substrate; C = HP1b chromo inh; D = IDH1 R132H inh; E = USP1-UAF1 inh; F = PI4K2A block; G = PGK inhibitor; H = Pin1 inh; I = rTrxR1 inhibitor
4) Cc1ccc(NS(=O)(=O)c2cccc(C(=O)Nc3cccnc3)c2)c(C)c1
  A: 15% | B: -8% | C: 5% | D: -3% | E: -2% | F: -22 | G: 1% | H: 2% | I: 2%[57.1 µM]
5) N#C/C(=C\c1cccc(F)c1)c1nc(-c2cc3ccccc3oc2=O)cs1
  A: 12% | B: -1% | C: 43% | D: 0% | E: -11% | F: -3 | G: 0% | H: 22% | I: 9%
8) COc1ccc(Cl)cc1S(=O)(=O)Nc1ccc(Cl)cn1
  A: 7% | B: -4% | C: 38%[activator] | D: 1% | E: 5% | F: 2 | G: nt | H: -1% | I: 0%
9) Cc1c(C(=O)N2CCCC2)sc(NC(=O)c2ccc(Cl)cc2)c1C#N
  A: 17% | B: -21% | C: 19% | D: 6% | E: -5% | F: 3 | G: -1% | H: -6% | I: -19%
10) CSc1nc2nc(C)c(CCC(=O)OCC(=O)Nc3ccc(F)cc3)c(C)n2n1
  A: 7% | B: 1% | C: 15% | D: -4% | E: 2% | F: -4 | G: -8% | H: -4% | I: 8%
12) O=C(CN(Cc1ccco1)C(=O)CNS(=O)(=O)c1ccc(Cl)cc1)NCc1ccco1
  A: -8% | B: 4%[57.1 µM] | C: ? | D: 5% | E: -19% | F: 0 | G: -13% | H: ? | I: 10%[57.1 µM]
13) CCOc1ccc(-c2cc(N)n(S(=O)(=O)c3cccc4nsnc34)n2)cc1
  A: 0% | B: -13% | C: -12% | D: -4% | E: -7% | F: -1 | G: -4% | H: ? | I: 3%
18) CC1C(=O)Nc2ccc(S(=O)(=O)N3CCc4ccccc4C3)cc2NC1=O (centres undefined)
  A: 2% | B: 9%[57.1 µM] | C: 11% | D: 3% | E: -14% | F: 2 | G: 5% | H: 1% | I: 1%[57.1 µM]
